From PubChem BioAssay
aSyn yeast inh = rescues yeast growth from alpha-synuclein toxicity | 0.14% of 370,000 active | Potency, µM (series often up to 46.1 µM), for inactives: at the highest dose growth rescue (activation), actives largely listed as activators | AID 652106 | Yeast expressing alpha-synuclein, growth rescue, BacTiter-Glo, 24 h; note: potency is the fitted concentration of half-maximal effect; % of control where 0% means no effect; nearly all actives have a fitted effect of over 65% in size
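Galactose-induced alpha-syn yeast (OD600=0.02, raffinose-pregrown) + pinned cpd, 24 hr, 30 deg C; growth by BacTiter-Glo luminescence. Growth restoration scores as activation.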
pAkt inh = inhibitors of Akt phosphorylation; Neuro2A IGF-stimulated pAkt S473 HTRF, 20 min; hits give low values; activity change, % for hits at 50 µM; 0.32% of 360,000 active; in the data active = activity change below about -80%; inconclusive = mostly about -51% to -80%; note: % is set by controls: 0 for no effect and ±100 for the full control effect
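Single-point screen (50 µM final compound) in Neuro2A cells stimulated 20 min with 6 nM IGF at 37 deg C. After lysis, Ser473-phosphorylated Akt read by HTRF (ex 330 nm, em 615/665 nm) as the 665/615 ratio.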
FUS suppressor = FUS proteinopathy suppression in yeast | S. cerevisiae FUS-expressing, growth rescue, OD600, 24 h | Potency, µM (doses to about 76.6 µM), for the others: top-dose growth rescue (activation), usual class: activators | 0.24% of 390,000 active;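 note: potency is the fitted concentration of half-maximal effect; plate controls were DMSO vehicle for no effect and reference control for full effect; nearly all actives have a fitted effect of over 55% in size; some results filed as inactive show a strong effect at the top dose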
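S. cerevisiae expressing FUS from galactose induction served as the toxicity model. Growth after 24hr at 30C, read as absorbance at 600 nm, indicates suppression of toxicity; compounds dosed at several concentrations.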
DRD3 antagonist = D3 dopamine receptor (human) antagonism. P35462. D3R cells, DiscoveRx beta-arrestin luminescence, antagonist mode; hits give low values. max response, negative = inhibition, %. 2.5% of 360,000 active. AID 652054; in the data active = max response below about -50%; inconclusive = no clear call, values can overlap the other calls; note: % is set by controls: 0 for no effect and ±100 for the full control effect; mostly tested at two doses, the higher about 12 µM
Target sequence (P35462 whole entry, looked up): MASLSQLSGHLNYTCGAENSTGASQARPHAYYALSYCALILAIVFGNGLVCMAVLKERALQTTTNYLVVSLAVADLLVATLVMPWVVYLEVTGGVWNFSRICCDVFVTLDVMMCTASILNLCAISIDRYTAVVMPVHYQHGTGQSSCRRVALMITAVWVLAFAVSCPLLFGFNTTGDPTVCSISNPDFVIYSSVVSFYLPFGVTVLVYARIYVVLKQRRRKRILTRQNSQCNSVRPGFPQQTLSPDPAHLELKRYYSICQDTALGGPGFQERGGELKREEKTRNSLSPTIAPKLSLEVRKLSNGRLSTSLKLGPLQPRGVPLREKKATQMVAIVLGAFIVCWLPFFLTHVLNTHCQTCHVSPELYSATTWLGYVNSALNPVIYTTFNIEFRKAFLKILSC
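Cells plated overnight at 1500 cells/well, then exposed to library compounds with dopamine controls for 90 minutes at 37 degrees C. DiscoveRx reagent added for 30–60 minutes at room temperature; luminescence read, quantitative HTS format.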
PTHR1 agonist = agonists of human PTHR1 parathyroid hormone receptor | Q03431 | HEK293 GP2 PTHR1 cells, GloSensor cAMP luminescence, 1 h | Potency, µM (titrated, usually from 115 µM), for inactives: at the top dose activation, usual class: activators | 0.075% of 410,000 active; note: potency is the fitted concentration of half-maximal effect; nearly all actives have a fitted effect of over 55% in size; some results filed as inactive show a strong effect at the top dose; inactives centre near -15; many of its hits are not listed in these tables
Target sequence (Q03431 whole entry, looked up): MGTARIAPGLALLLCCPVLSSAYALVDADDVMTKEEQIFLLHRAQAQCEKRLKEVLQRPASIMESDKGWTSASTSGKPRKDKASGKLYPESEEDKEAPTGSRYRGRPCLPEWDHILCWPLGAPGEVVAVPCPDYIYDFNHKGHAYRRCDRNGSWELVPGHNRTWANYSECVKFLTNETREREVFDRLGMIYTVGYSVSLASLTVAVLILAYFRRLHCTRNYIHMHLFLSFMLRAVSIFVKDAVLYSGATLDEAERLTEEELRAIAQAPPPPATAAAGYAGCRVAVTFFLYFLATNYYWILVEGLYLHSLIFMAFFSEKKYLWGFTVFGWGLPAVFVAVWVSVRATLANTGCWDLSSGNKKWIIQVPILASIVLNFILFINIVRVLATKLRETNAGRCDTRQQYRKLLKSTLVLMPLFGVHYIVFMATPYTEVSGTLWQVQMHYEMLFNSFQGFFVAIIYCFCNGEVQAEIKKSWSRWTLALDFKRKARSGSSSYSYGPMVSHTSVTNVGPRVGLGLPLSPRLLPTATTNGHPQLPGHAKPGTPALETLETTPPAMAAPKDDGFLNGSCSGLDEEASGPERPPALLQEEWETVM
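HEK-293-derived GP2 cells expressing PTHR1 and a GloSensor cAMP reporter, 3,000/well, plated overnight, given luciferin plus IBMX (each 0.5 mM as added) for 1 h at 37 °C, then compound for 1 h at 37 °C. Luminescence was read after 15 min at room temperature.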
Abeta yeast res = restores growth of yeast expressing A-beta42 peptide | yeast expressing A-beta42, growth rescue, OD600, 48 h; response scale: 0% DMSO, 100% iron-clioquinol control | Potency, µM (series often up to 46.1 µM), inactives show top-dose growth rescue, hits mostly activators | 0.063% of 410,000 active; note: potency is the fitted concentration of half-maximal effect; nearly all actives have a fitted effect of over 55% in size
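Yeast A-beta toxicity model in growth medium with pinned compounds, 48 h at 30 C; growth read as absorbance at 600 nm. Normalized to FeCl3/clioquinol equimolar mix (positive) and DMSO (negative).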
GLP-1R agonist = agonists of human GLP-1 receptor; Potency, µM (top dose mostly 45.6 µM), inactives show top-dose activation, actives largely listed as activators; AID 624172; 0.007% of 380,000 active; HEK293 GLP-1R CRE-luciferase, luminescence, 4-6 h; cells express a hypersensitive GLP-1R form; P43220; note: potency is the fitted concentration of half-maximal effect; % of control where 0% means no effect
GLP1R inv ag = GLP-1 receptor (human) inverse agonism; P43220; HEK293 GLP-1R CRE-luciferase, luminescence, 24 h; GLP-1R form is constitutively active; Potency, µM (series often up to 38.3 µM), without a hit: at the highest dose activity change, negative = inhibition, most hits filed as inhibitors; 1.6% of 410,000 active; AID 624417; note: potency is the fitted concentration of half-maximal effect; % is set by controls: 0 for no effect and ±100 for the full control effect; nearly all actives have a fitted effect of over 55% in size
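Inverse agonism was detected as reduced cAMP-driven luciferase luminescence after 24 h compound treatment. The cells were HEK293 clones expressing constitutively active human GLP-1R with the reporter. Reporter-only and GPR119 cell lines served as counterscreen controls.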
TDP-43 yeast inh = TDP-43 toxicity inhibition in yeast. Potency, µM (highest dose often 46.1 µM), without a hit: at the top dose growth rescue (activation), actives largely listed as activators. AID 652104. 1.8% of 410,000 active. TDP-43 expressing yeast growth rescue, BacTiter-Glo, 24 h; note: potency is the fitted concentration of half-maximal effect; % of control where 0% means no effect; nearly all actives have a fitted effect of over 50% in size
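Cell-based yeast growth screen: TDP-43 expression induced in galactose, inoculum OD600=0.02 after raffinose pregrowth to mid-log. Read-out BacTiter-Glo luminescence at 24 hr, 30 deg C; inhibition of toxicity seen as signal increase.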
Numbers without * were called inactive; i = inactive; ? = inconclusive; . = no result given; & = joins results of further samples; [ ] = another dose, or the depositor's remark. Unless noted, calls come from the whole dose curve; as a rule, active = well fitted curve in the direction sought with a large enough effect; inconclusive = small, poorly fitted or top-dose-only effect, or another doubt; inactive = no such curve, though single readings can be large; an effect the other way counts as inactive or inconclusive. Not all compounds are listed. The share of hits here may be higher or lower than overall.

SMILES	aSyn yeast inh	pAkt inh	FUS suppressor	DRD3 antagonist	PTHR1 agonist	Abeta yeast res	GLP-1R agonist	GLP1R inv ag	TDP-43 yeast inh
NC(=O)C1CCN(C(=O)c2ccc(NS(=O)(=O)c3ccc(F)cc3)cc2)CC1	2.2%	i	-3.5%	26.7	i	-6.9%	1.5%	8.0%	10.0%
C=C(C)COC(=O)c1ccccc1C(=O)OCC1(C)CO1 (configuration not stated)	10.6%	i	.	-10.7	i	0.6%	-0.9%	11.0%	11.8%
CCOC(=O)c1cc(-c2ccccc2)nn1Cc1cc(CC)no1	?	i	20.9%	-18.1	-39.2%[inhibitor]	-0.1%	?	?	?
c1ccc(-n2nc3c(ccc4cnnc43)[nH]2)cc1	-8.4%	i	12.9%	-6.1	-6.8%	-16.4%	-9.2%	97.4%[activator]	29.1%
COc1ccccc1CNC(=O)C(C)n1ccc2cc(S(=O)(=O)N3CCCC3)ccc21 (configuration not stated)	.	.	20.5%	.	-43.1%	-12.5%	.	-20.6%	10.9%
Cc1cc(=O)[nH]c(SCC(=O)Nc2ccc(N3CCCCC3)cc2)n1	-5.2%	i	-9.0%	-14.2	i	-18.7%	-2.9%	-5.0%	2.7%
Cc1cccc(NC(=O)c2cc3ccccc3nc2C)c1	-0.3%	i	?	-14.8	-21.7%	-0.7%	-3.9%	0.4%	.
COc1ccc(CNC(=O)C2CC(=O)N(C3CCCC3)C2)cc1 (configuration not stated)	-1.7%	i	-8.1%	3.7	i	-8.7%	8.4%	-7.6%	-11.8%
O=C(CCN1C(=O)c2ccc(Br)cc2C1=O)NC1CCCCC1	0.4%	i	5.6%	3.9	i	18.2%	-6.0%	16.9%	?
COc1ccc(N2CCN(C(=O)CCn3c(=O)[nH]c4cc(OC)c(OC)cc4c3=O)CC2)cc1	.	.	-35.3%	.	-1.0%	-16.1%	-1.0%	6.7%	9.8%
COc1ccc(N2CCN(Cc3nnc(-c4ccccc4)o3)CC2)cc1	6.3%	i	-16.8%	11.3	-25.8%	-6.7%	2.3%	-13.8%	13.8%
Cc1ccc(SCCNC(=O)CN(c2ccccc2)S(=O)(=O)N(C)C)cc1	.	.	30.4%	.	-0.3%	1.9%	-1.8%	-22.2%	14.0%
O=C(CSc1nncn1-c1ccccc1)N1CCCC1	-0.3%	i	18.2%	-3.5	5.2%	3.6%	8.7%	2.0%	-12.1%
CCOC(=O)Cn1c(=O)n(-c2ccccc2OC)c2nc(-c3ccccc3)nc(C(N)=O)c21	?	.	?	.	i	7.1%	3.2%	?	17.3%
Cc1ccc(CC(=O)N(Cc2ccccc2)c2ccccn2)cc1	12.8%	i	-17.8%	11.7	-8.2%	7.7%	1.9%	-37.8%	8.2%
CCOc1cnn(Cc2ccccc2)c(=O)c1SCc1ccccc1	-0.4%	i	3.5%	17.8	-18.1%	2.4%	1.9%	?	20.5%
Cc1cc(C)nc(NC2=NCCN2C(=O)NC2CCCCC2)n1	8.5%	i	-8.6%	8.4	i	0.0%	-1.9%	62.4%[activator]	21.3%
COC(=O)C1=C(C(=O)OC)[C@@H]2N(Cc3ccccc3)c3ccccc3[C@@]23C[C@@H](C(=O)OC)N(C(=O)NC2CCCCC2)C3=N1	-11.6%	i	8.5%	-20.6	-17.0%	-10.8%	2.5%	19.2%	-8.8%
Cc1ccc(NC(=O)Cn2c(=O)ccc3cc(S(=O)(=O)N4CCCC4)ccc32)cc1C	-1.1%	.	-14.8%	.	-3.9%	-14.3%	2.2%	-8.8%	?
Cc1cc(C)n2c(SCC#N)nnc2n1	-6.8%	i	-20.4%	1.7	-39.5%	4.4%	0.9%	15.4%	17.1%
Cc1ccc(S(=O)(=O)N2CCN(C(=O)CN3C(=O)c4ccccc4C3=O)CC2)c(C)c1	0.9%	i	-20.7%	-16.6	-7.4%	-11.9%	-2.0%	-5.5%	-0.8%
CCCCN(CC)CCNC(=O)c1cn(C)c(=O)c2c1c1ccccc1n2C	?	i	17.8%&15.3%	-9.2	i	-4.0%&-15.0%	-3.1%	-0.7%&8.8%	-11.1%&9.5%
COC(=O)[C@]12CCCCC=C1N(Cc1ccccc1)C(=O)[C@H](CC(=O)NCC13CC4CC(CC(C4)C1)C3)C2	2.8%	i	?	-11.5	-10.1%	0.6%	-2.0%	10µM*	12.0%
COc1cccc(C(C)(O)c2nc(-c3cccc4cccnc34)cs2)c1 (configuration not stated)	9.0%	i	-13.7%	-3.0	i	?	4.6%	-21.1%	19.8%
CCc1ccc(-c2nn(CC(=O)NC3CCCCC3)c3c2cnc2ccc(F)cc23)cc1	.	.	-18.3%	.	i	-8.7%	.	11.6%	13.8%
COc1ccc(NC(=O)c2cc(C)nc3ccccc23)cc1S(=O)(=O)Nc1ccccc1Cl	-4.8%	i	.	0.5	-7.1%	3.8%	8.2%	23.5%	6.4%
CCc1cccc(C)c1NC(=O)CCS(=O)(=O)c1cc(Br)cc2c1N(C(=O)C1CC1)CC2	.	.	35.7%	.	i	-6.3%	.	-11.6%	10.6%
CCc1nnc(NC(=O)c2cc(=O)c3cc(C)ccc3o2)s1	.	.	5.9%	.	i	-7.9%	.	7.1%	5.4%
CCc1ccc(OCCCC(=O)NCc2ccccc2)cc1	-0.8%	i	.	-12.7	-6.4%	22.6%	1.6%	?	?
COc1ccc(CC2(CO)CCN(Cc3c(C)nn(C(C)C)c3C)CC2)cc1	17.4%	i	0.9%	6.2	i	0.3%	0.5%	-6.7%[7.66 µM]	18.1%[9.22 µM]
Cc1ccc2c(n1)sc1c(N)ncnc12	20.1%	i	-13.6%	11.1	i	16.6%	0.2%	109.3%[activator]	22.1%
Cc1cc(Cl)nc2c(C(C)C)cccc12	-1.2%	i	-17.7%	0.6	i	-0.6%	4.4%	2.0%	16.3%
C#CCNC(=O)C1=C[C@H](c2ccc3c(c2)OCO3)C[C@H](OCc2ccc(CO)cc2)O1	4.1%	i	14.6%	-27.1	-12.2%	-15.9%	-0.3%	10.9%	5.3%
CCOc1ccc(CCNC(=O)C2CCCN(S(=O)(=O)N(C)c3ccc(F)cc3)C2)cc1 (configuration not stated)	.	.	-7.1%	.	-43.2%[inhibitor]	-1.4%	.	?	7.3%
CC1CCCC/C1=N\Nc1ccc(S(N)(=O)=O)cc1[N+](=O)[O-] (configuration not stated)	1.5%	i	10.0%	15.0	-7.8%	-3.2%	1.5%	19.1%	12.1%
CC1=NN(C(=O)c2ccccc2Cl)C(O)(c2cccnc2)C1 (configuration not stated)	-1.3%	i	0.3%	-15.8	i	-4.9%	11.2%	-14.0%	-19.1%
O=C(N/N=C/C1CCCCC1)c1ccccc1-n1cccc1	4.5%	i	-9.3%	1.5	-1.4%	2.3%	6.6%	19.3%	0.2%
Cc1c(C(=O)NCCC2=CCCCC2)cccc1[N+](=O)[O-]	-13.4%	i	-10.9%	0.0	-14.6%[57.5 µM]	?	0.0%	-12.5%	15.6%
COc1cccc2cc(C(=O)N(Cc3ccccc3)CC3CCCO3)c(=O)oc12 (configuration not stated)	-5.7%	i	10.8%	-13.9	i	-1.7%	-0.3%	3.7%	-10.5%
Cc1ccc(N2C(=O)CC(Cn3nc(C)cc3C)C2=O)cc1 (configuration not stated)	-1.4%	i	15.3%	4.6	3.6%	5.1%	-0.8%	10.1%	6.5%
O=C(Nc1cc(C(F)(F)F)ccc1N1CCOCC1)C1=COCCO1	-2.6%	i	18.0%	0.0	-19.1%	9.9%	9.3%	11.6%	8.5%
CC(/C=C/c1ccc(N(C)C)cc1)=N/N=C1/NC(=O)CC(C(=O)Nc2ccc(Cl)cc2)S1 (configuration not stated)	?	i	.	?	i	26.9%	11.8%	?	?
CC(OC(=O)C1CC1)C(=O)Nc1ncc(Cl)cc1Cl (configuration not stated)	-5.7%	i	23.5%	-25.6	i	21.8%	7.3%	0.8%	10.5%
NS(=O)(=O)c1ccc(NC(=O)COc2ccc(Cl)cc2)cc1	-5.3%	i	-22.1%	5.1	-3.7%	-18.3%	-2.1%	-14.4%	6.1%
O=C(NC1CC1)C1=C[C@@H](c2ccc3c(c2)OCO3)C[C@@H](OCc2ccc(CO)cc2)O1	0.3%	i	14.7%	0.0	-9.4%	3.1%	6.2%	14.1%	11.2%
CC(=O)c1ccc(NC(=O)COC(=O)C2CC3C=CC2C3)cc1 (configuration not stated)	-4.5%	i	-23.1%	-12.5	-31.5%[inhibitor]	2.2%	16.6%	?	?
